Smad3 inh = Smad3/FoxH1 peptide binding inhibitors, primary screen, biochemical, TR-FRET; TR-FRET Smad3/Dy647-FoxH1 peptide binding, europium anti-His; inhibition, % at 25 µM; 88,000 tested, 0.29% active; Mothers against decapentaplegic homolog 3 (Homo sapiens), P84022; AID 630, 2007;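 active = compounds that reduce the energy-transfer binding signal between the protein and its labelled peptide by more than half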;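 also: 0% = Smad3 plus labelled peptide maximal FRET and 100% = peptide-only background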
The depositor's hits bear a star.

What do the screens show for `CC[C@H]1C(=O)OC[C@H]1Cc1cncn1C`?
Smad3 inh: -5.1

Bioassay records deposited in PubChem BioAssay by Emory University Molecular Libraries Screening Center.

An excerpt, so the mix of outcomes need not match the whole.
